p53ts 32C kill – kills p53ts cells at the permissive temperature; H1299-p53A138V at 32C, ATP luminescence viability, 24 h; Potency, µM (titrated, usually from 46.1 µM), inactives show at the top dose activity change, negative = cytotoxicity, actives largely listed as cytotoxic; 130,000 tested, 0.93% active;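 further: 0% = DMSO and -100% = full killing by reference compound; nearly all actives have a fitted effect of over 55% in size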
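Cells: H1299 p53ts (A138V), 600/well, pre-incubated 16–30 h at 37C. Cpd up to 46 uM, 24 h, 32C. Readout: ATPlite luminescence, 20 min RT. Normalization: DMSO vs tamoxifen 100 uM. AC50 by Hill equation.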
IkB sig inh – IkB pathway inhibition in ABC-DLBCL cells; 110,000 tested, 0.04% active; AID 445; ABC-DLBCL IkBa-CBG/CBR dual luciferase ratio, 4 h; response scale: scaled: untreated 0%, proteasome inhibitor 100%; Potency, µM (series often up to 57.1 µM), for the others: at the highest dose IkBa stabilization activation; active means well fitted curve in the direction sought with a large enough effect in the signal ratio, not every such curve was filed as active; inconclusive means small, poorly fitted or top-dose-only effect, or a change in a side signal; the % refers to the signal ratio;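 further: the direction sought is a rising ratio; 0% = basal untreated cells and 100% = reference inhibitor full response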
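Curves were fitted separately to fusion (green), unfused (red) and ratio luminescence, then classed by r2, magnitude and activity. Cells: OCI-Ly3, 4 h compound plus doxycycline at 37C; 10 uM MG-132 defined full response.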
p53ts 39C kill – p53ts cell cytotoxicity, nonpermissive temperature; Potency, µM (top dose mostly 46.1 µM), inactives show at the top dose activity change, negative = cell killing, most hits filed as cytotoxic; H1299-p53A138V viability at 39C, ATP luminescence, 24 h; 130,000 tested, 1.5% active; further: nearly all actives have a fitted effect of over 55% in size
Peg3 imprint – genomic imprint erasure induction; Potency, µM (titrated, usually from 60.7 µM), for inactives: top-dose activity change, positive = activation, usual class: activators; mouse ES Peg3-LacZ reporter, beta-gal luminescence, 40 h; 110,000 tested, 0.02% active;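 further: 0% = negative control wells on the plate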
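Readout: BetaGlo luminescence (5 min, room temp) for LacZ from the normally silent maternal Peg3 allele in female Peg3LacZ-Neo ES cells. Cells 300/well, 40 h, 37C, 5% CO2. Data normalized per plate to negative controls.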
* = called active by the depositor; u = inconclusive; x = no result given; & = joins results of further samples; [ ] = dose if it differs, or a comment. Unless noted, the call rests on the fitted dose curve; in most records, active means well fitted curve in the direction sought with a large enough effect; inconclusive means small, poorly fitted or top-dose-only effect, or another doubt; inactive means no such curve, though single readings can be large; an effect the other way counts as inactive or inconclusive. Unless noted, on the % scale 0 is the no-effect control and ±100 the full control effect; potency means the concentration at half of the fitted maximal effect.

Values run as follows: IkB sig inh | Peg3 imprint | p53ts 39C kill | p53ts 32C kill
CC[C@H](C)[C@@H]1O[C@]2(CC[C@@H]1C)C[C@H]1C[C@H](CC=C(C)[C@@H](O[C@H]3C[C@H](OC)[C@H](O[C@H]4C[C@H](OC)[C@H](O)[C@H](C)O4)[C@H](C)O3)[C@@H](C)C=CC=C3CO[C@@H]4[C@@H](O)C(C)=C[C@H](C(=O)O1)[C@@]34O)O2
  14% | x | 5µM* | 10µM*
Cc1nc(C)n(C(=O)N(c2ccccc2)c2ccccc2)n1
  0.0% | -10% | -3% | 2%
Cc1cc(NC(=O)CCC(=O)N(c2cccnc2)C(C(=O)NC2CCCC2)c2ccccc2)no1 (stereo unspecified)
  1.5% | 5% | 19% | 0%
O=C(NCCCc1ccccc1)c1ccccc1O
  2.7% | -18% | 6% | 0%
O=C(/C=C/c1ccc(O)c(O)c1)OC1C[C@](O)(C(=O)O)C[C@@H](O)[C@H]1O (stereo partly specified)
  0.3%&0.0% | -3%&5% | 8%&2% | 4%&5%[1.84 µM]
O=C(NCCCN1CCCC1=O)c1cncc(Br)c1
  -1.5% | -2% | 2% | -2%
Cc1cccc(CN2CCN(c3ccccn3)CC2)c1
  x | x | -5% | 8%
COc1ccc2c(CNCC(C)c3ccccc3)c(C(=O)O)n(Cc3ccc(F)cc3Cl)c2c1 (stereo unspecified)
  -0.1% | -17%[10.9 µM] | -29% | 7%
CO[C@@H]1COC(=O)[C@@H](CCSC)NC(=O)C/C=C\[C@@H](C)COC(=O)CCC[C@H]1C
  x | x | -17%[9.22 µM] | 7%[9.22 µM]
O=S(=O)(NCC(c1cccnc1)N1CCN(c2ccc(F)cc2)CC1)c1ccccc1 (stereo unspecified)
  0.8% | -11% | -6% | -2%

A different layout for 2 compounds above.
| SMILES | IkB sig inh | Peg3 imprint | p53ts 39C kill | p53ts 32C kill |
| --- | --- | --- | --- | --- |
| Cc1cc(NC(=O)CCC(=O)N(c2cccnc2)C(C(=O)NC2CCCC2)c2ccccc2)no1 (stereo unspecified) | 1.5% | 5% | 19% | 0% |
| O=C(NCCCc1ccccc1)c1ccccc1O | 2.7% | -18% | 6% | 0% |

The results go on.
Values run as follows: IkB sig inh | Peg3 imprint | p53ts 39C kill | p53ts 32C kill
CCCCN(CC)Cc1c(C)[nH]c2ccccc2c1=O
  0.7% | 0% | 0% | 12%
O=C(c1ccc(N2CCCCS2(=O)=O)cc1)N1CCN(c2ccc(N3CCOCC3)nn2)CC1
  0.7% | -19% | 0% | -1%
CCOC(=O)N1CCc2c(sc(NC(=O)c3ccc(Cl)s3)c2C(N)=O)C1
  u | -26% | 46%[activator] | 34%[activator]
CCOC(=O)N1CCN(C(=O)C2CCCN(S(=O)(=O)c3cccnc3)C2)CC1 (stereo unspecified)
  -2.1% | -6% | 9% | 12%
Cn1c(SCC(=O)N2CCCc3ccccc32)ncc(C(=O)Nc2ccc(F)cc2)c1=O
  u | -47%[inhibitor][10.9 µM] | -19% | -2%
Cc1ccc(Cn2nc(C)c(NC(=O)c3nn(C)cc3Cl)c2C)cc1
  x | x | 7% | 7%
Cc1ccccc1NC(=O)C1CCN(S(=O)(=O)c2ccccc2)CC1
  u | -19%[10.9 µM] | 1% | -1%
COC(=O)C(C(=O)Nc1ncccn1)C1CCCCCC1 (stereo unspecified)
  0.1% | 2% | 4% | -2%
Cc1cccc(N2CCN(C(=O)C3CCN(C(=O)c4cc5sccc5n4C)CC3)CC2C)c1 (stereo unspecified)
  u | 23%[10.9 µM] | 13µM* | -11%
CCOc1ccc(NC(=O)N2CCN(C(=O)c3nsc4ccccc34)CC2)cc1
  u | -7%[10.9 µM] | -5% | -3%

(more compounds)
Values run as follows: IkB sig inh | Peg3 imprint | p53ts 39C kill | p53ts 32C kill
COc1ccc(Cl)cc1NC(=O)Cn1ccn(Cc2ccc(C)cc2)c(=O)c1=O
  -1.0% | -7%[10.9 µM] | -17% | -10%
COc1ccc(NC(=O)c2cnc3sccn3c2=O)cc1OC
  1.1% | 2% | 4% | 1%
COc1ccc(-c2nc(SCC(=O)N3CCC(C)CC3)n[nH]2)cc1
  u | 12%[10.9 µM] | -16% | -22%
Cc1ccc(F)cc1NC(=O)CCc1c(C)nn(-c2ccc(N3CCCC3)nn2)c1C
  0.4% | 8%[10.9 µM] | 0% | 1%
COc1cccc(C(=O)Nc2cccc(OCc3cc(=O)n4c5c(sc4n3)CCCC5)c2)c1
  u | -9%[10.9 µM] | -2% | 2%
O=S(=O)(c1ccc(-c2csc(-c3cccnc3)n2)cc1)N1CCCC1
  -1.2% | -26% | -15% | -19%
CCc1ccc(NC(=O)CSc2c(C)cnc3c2c(=O)n(C)c(=O)n3C)cc1
  4.0% | 15%[10.9 µM] | -31% | 6%
CC(=O)Nc1ccc(NC(=O)c2c(-c3ccccc3)noc2C)cc1
  0.7% | -10%[10.9 µM] | 3% | -5%
O=S(=O)(c1ccc(F)c(F)c1)N1CCN(Cc2ccc3c(c2)OCO3)CC1
  2.1% | -12% | 0% | 9%
CC1(C)NC(=O)N(CC(O)CN(Cc2ccccc2)Cc2ccccc2)C1=O (stereo unspecified)
  -0.9% | 22% | -27% | -2%

Random excerpt: two records from the list
Values run as follows: IkB sig inh | Peg3 imprint | p53ts 39C kill | p53ts 32C kill
COc1ccc(-c2nc(SCC(=O)N3CCC(C)CC3)n[nH]2)cc1
  u | 12%[10.9 µM] | -16% | -22%
COc1ccc(NC(=O)c2cnc3sccn3c2=O)cc1OC
  1.1% | 2% | 4% | 1%

Carrying on:
Values run as follows: IkB sig inh | Peg3 imprint | p53ts 39C kill | p53ts 32C kill
O=C(NCC1CCCO1)c1cnn2c1NC(c1ccccc1)CC2C(F)(F)F (stereo unspecified)
  0.1% | -12% | 6% | 4%
Cc1ccc(C)c(N2CCN(C3=C(c4ccccc4)C(=O)c4ccccc43)CC2)c1
  u | -18%[10.9 µM] | -3% | 7%
CC(Oc1ccccc1F)C(=O)N1CCC(c2nc3ccccc3o2)CC1 (stereo unspecified)
  u | -6%[10.9 µM] | 7% | 3%
Cc1ccc(S(=O)(=O)NCCc2nnc3ccc(SCC(=O)Nc4ccc(F)cc4F)nn23)cc1
  -2.2% | 28%[10.9 µM] | -8% | 3%
COc1ccc(Cn2c(=O)[nH]c3cc(C(=O)NCc4ccc5c(c4)OCO5)ccc3c2=O)cc1
  3.6% | -13% | -1% | -2%
CCOc1ccccc1C(=O)Nc1cccc2ccc(C)nc12
  u | 4%[10.9 µM] | -3% | 0%
COc1cccc(NC(=O)C2CCCN(c3ncnc4onc(C)c34)C2)c1 (stereo unspecified)
  9.4% | -9%[10.9 µM] | 23% | 8%
NC(N)=NCCCC(NC(=O)C(N)Cc1ccc(O)cc1)C(=O)O (stereo unspecified)
  x | -9% | 1% | 6%
O=S(=O)(c1ccc(Cl)s1)N1CCN(Cc2ccccc2)CC1
  3.6% | -19% | 6% | -11%
C/C(CCC(=O)OC[C@@H]1O[C@H](C#Cc2ccccc2)C=C[C@@H]1Oc1ccc(C)cc1)=N/O[C@@H](C)CN1CCCc2nc(C)c(C)cc21
  x | x | 9%[9.22 µM] | -3%[9.22 µM]

The last 4 entries of the part above lead into the next.
Values run as follows: IkB sig inh | Peg3 imprint | p53ts 39C kill | p53ts 32C kill
COc1cccc(NC(=O)C2CCCN(c3ncnc4onc(C)c34)C2)c1 (stereo unspecified)
  9.4% | -9%[10.9 µM] | 23% | 8%
NC(N)=NCCCC(NC(=O)C(N)Cc1ccc(O)cc1)C(=O)O (stereo unspecified)
  x | -9% | 1% | 6%
O=S(=O)(c1ccc(Cl)s1)N1CCN(Cc2ccccc2)CC1
  3.6% | -19% | 6% | -11%
C/C(CCC(=O)OC[C@@H]1O[C@H](C#Cc2ccccc2)C=C[C@@H]1Oc1ccc(C)cc1)=N/O[C@@H](C)CN1CCCc2nc(C)c(C)cc21
  x | x | 9%[9.22 µM] | -3%[9.22 µM]
CN(C(=O)c1ccccn1)c1nnc(-c2ccccn2)s1
  8.7% | -10% | -1% | u
c1ccc(-n2cccc2CNC2CCCCC2)cc1
  1.0% | -9% | -14% | -4%
O=C(NCc1ccccc1Br)c1ccc(-n2cnc3cccnc32)cc1
  3.0% | -5%[10.9 µM] | -7% | -14%
CCOC(=O)c1ccccc1NC(=O)CSc1nnc(CC)n2c1cc1occc12
  u | -8%[10.9 µM] | -24% | 1%
COc1ccc(/C=C(\C#N)C(N)=O)cc1OC
  -1.4%[11.4 µM] | 5%[10.9 µM] | 7%[9.22 µM] | 3%[9.22 µM]
CSc1nc(-c2ccccc2)nc(N2CCN(C)CC2)c1C(C)=O
  0.9% | -6% | -13% | -6%
CCN(CC)CCCNc1oc(/C=C/c2ccc(OC)c(OC)c2)nc1C#N
  0.3% | -9%[10.9 µM] | -23% | -7%
Cc1cccc(-c2nnc(SCC#N)n2-c2ccccc2)c1
  0.4% | -14% | -4% | 7%
O=C(Nc1nnc(C2CCCCC2)s1)c1cccs1
  3.3% | -2% | -24% | -8%
CCOc1ccc(NS(=O)(=O)c2ccc(NS(C)(=O)=O)cc2)cc1
  1.7% | -12% | -8% | -2%

New compounds follow
Values run as follows: IkB sig inh | Peg3 imprint | p53ts 39C kill | p53ts 32C kill
O=C(O)CN(CCO)CCN(CC(=O)O)CC(=O)O
  x | x | -5%&-3% | -6%&-15%
CCN1CCCC1CNC(=O)c1c(O)c2c([nH]c1=O)CCCC2 (stereo unspecified)
  2.7% | 1% | 1% | -5%
Cc1ccc(-c2nnc(CSc3nnc4c5c(C)c(C)sc5nc(C(C)C)n34)o2)cc1
  3.9% | -7% | -3% | 0%
COc1ccccc1-c1nc(S(=O)(=O)c2ccc(Cl)cc2)c(N2CCCCCC2)o1
  u | -17%[10.9 µM] | 5% | 2%
COc1cccc(NC(=O)CN2C(=O)c3cccc4cccc2c34)c1
  2.4% | u | 3% | 0%
O=P(O)(O)c1ccccc1OCc1ccccc1
  -0.5% | 3% | 8% | -4%
CC(C)CCOC(=O)C1C2C=CC3(CN(Cc4cccs4)C(=O)C13)O2 (stereo unspecified)
  -2.9% | -10% | 2% | -1%
CC(C)NC(=O)CSc1nc2ccccc2n1-c1ccccc1
  3.0% | -11% | 2% | 2%
CCn1c(=O)n(CC)c2cc(S(=O)(=O)N3CCc4ccccc43)ccc21
  u | -20% | -14% | -5%
O=C(CSc1nnc(-c2ccco2)n1Cc1ccccc1)OC1CCCCC1
  3.6% | -12% | -22% | -19%
O=C(CN1CCCC1)N1CCCc2c1c(=O)oc1ccc(OCc3ccccc3)cc21
  3.2% | -16% | -17% | -10%
O=C(NCCN1CCCC1)C1CCN(S(=O)(=O)N2CCC3(CC2)OCCO3)CC1
  0.2% | 11% | 7% | 17%
COc1cccc(-c2nn(C)c3sc(C(=O)N4CCOCC4)cc23)c1
  -0.2% | -8% | 2% | 7%
